human PMI inhibition: inhibitors of human PMI, primary screen, biochemical, fluorescence intensity, coupled assay (AID 1209) | purified PMI enzyme, coupled fluorescence intensity; higher % means a stronger effect | inhibition, % at 20 µM; hits with a dose series show IC50 in µM | hit rate 0.42% among 190,000;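 also: plate controls were DMSO vehicle for no effect and wells lacking substrate for full effect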
PMI inhibition: MPI inhibition at elevated mannose 6-phosphate – biochemical, fluorescence intensity, high mannose 6-phosphate, primary screen (AID 1220); inhibition, % at 20 µM, or IC50 in µM where a hit was titrated; hit rate 0.66% among 190,000; recombinant PMI enzyme, coupled fluorescence intensity; higher % means a stronger effect
XIAP antagonists: small molecules displacing peptide from XIAP – biochemical, IAP family, fluorescence polarization (AID 1018). hit rate 0.007% among 200,000. one-dose displacement, % at 20 µM; IC50 in µM for titrated hits. XIAP BIR domain, fluorescence polarization peptide displacement; higher % means a stronger effect; in the data active = displacement above about 50%; also: a part of the inactive calls stands beside numbers as strong as those of hits
SIAH1 antagonists: blockers of Siah-1 interaction with plectin peptide – biochemical, fluorescence polarization, rhodamine-plectin, uHTS, primary screen (AID 1817). hit rate 0.02% among 290,000. one-dose displacement, % at 20 µM; IC50 in µM for titrated hits. Siah-1 / rhodamine-plectin peptide fluorescence polarization; higher % means a stronger effect;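 active = displacement of at least 50% at 20 µM, with a fluorescence ratio check between 0.3 and a set limit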;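 also: plate controls were Siah plus tracer with DMSO for no effect and tracer alone without Siah for full effect; strong numbers were not always called active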
LYP phosphatase: inhibitors of LYP phosphatase, biochemical, fluorescence intensity, uHTS (AID 1779); recombinant LYP phosphatase, fluorescence intensity; higher % means a stronger effect; one-dose inhibition, % at 11.5 µM; IC50 in µM for titrated hits; hit rate 0.054% among 290,000;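 also: plate controls were vehicle with enzyme for no effect and no enzyme for full effect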
P. falciparum M1AAP: P. falciparum M1AAP inhibitors, biochemical, fluorogenic H-Leu-NHMec substrate, 1536-well (AID 1445); recombinant M1AAP, H-Leu-NHMec fluorogenic kinetic assay; higher % means a stronger effect; inhibition, % at 30 µM; hits with a dose series show IC50 in µM; hit rate 0.42% among 220,000;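 active = primary inhibition above the hit cutoff, then over 50% inhibition at one or more dose response concentrations, cut at about 23% in these data, passing the limit was not always enough; inconclusive = conflicting primary data, or primary hits not chosen for dose response; inactive = low primary inhibition, or under 50% at every dose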;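 also: plate controls were DMSO full reaction for no effect and no enzyme background for full effect; strong numbers were not always called active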
P. falciparum M17LAP: P. falciparum M17LAP inhibitors, primary screen, biochemical, fluorogenic H-Leu-NHMec substrate, 1536-well (AID 1619) | hit rate 0.38% among 220,000 | one-dose inhibition, % at 30 µM; IC50 in µM for titrated hits | recombinant M17LAP, H-Leu-NHMec fluorogenic kinetic assay; higher % means a stronger effect;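 active = compound inhibiting the enzyme by more than half at any dose during confirmatory dose-response retesting; inconclusive = strong single-dose inhibitors picked by rank but not retested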;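 also: plate controls were full reaction with DMSO carrier for no effect and no enzyme background for full effect; strong numbers were not always called active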
AID2073: disruptors of CaV2.2 binding to Mint1 – biochemical, HTRF (AID 2073). hit rate 0.19% among 290,000. HTRF protein-protein interaction, Mint1-CaV2.2; higher % means a stronger effect. inhibition, % at 20 µM; hits with a dose series show IC50 in µM; in the data active = inhibition mostly above about 51%, no sharp cut-off; inconclusive = no clear call, values can overlap the other calls; inactive = mostly below about 53%; also: some results filed as inactive read as strong as hits
Dynein transport: blocks dynein driven cargo transport along microtubules | 3617.4 mouse cells, GR-EGFP nuclear translocation imaging; test concentration mostly 20 µM; stimulated with dexamethasone, 1 µM; stronger effect = lower value | z-score, hits read low | hit rate 0.47% among 220,000 | AID 1381;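 active = plate z-score of nuclear minus cytoplasmic receptor signal below a set negative limit, without overly bright fluorescence or cell loss, cut at about -3.5 in these data, passing the limit was not always enough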;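 also: z-score of nuclear minus cytoplasmic ring GR-EGFP intensity difference per well; some compounds called inactive have numbers as strong as hits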
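Buffer or medium: tetracycline-free induction medium containing charcoal-stripped FBS / Reagent: dexamethasone agonist, 1.0 µM final, for 30 min / Technique: automated 10x imaging of fixed Hoechst-stained cells / Times: induction 48 h, compound 1 h, agonist 30 min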
Dynein transport cytoplasmic EGFP: further read-out of Dynein transport, marked with its call; z-score; measured here: cytoplasmic GR-EGFP intensity; stronger effect = higher value
Dynein transport nuclear GR-EGFP: also measured in Dynein transport; calls as there; z-score; measured here: nuclear GR-EGFP intensity;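 lower value marks the stronger effect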
Dynein transport cell count: also measured in Dynein transport; calls as there; z-score; measured here: cell count per field
* = called active by the depositor; ? = inconclusive; nt = no result given. Rule as the data show it, unless noted: active = inhibition above about 50%; inactive = the rest.

Second line of a record: human PMI inhibition, PMI inhibition, XIAP antagonists, SIAH1 antagonists, LYP phosphatase, P. falciparum M1AAP, P. falciparum M17LAP, AID2073, Dynein transport, Dynein transport cytoplasmic EGFP, Dynein transport nuclear GR-EGFP, Dynein transport cell count
Cc1ccc(NC(=O)CSc2nccn2C)cc1S(=O)(=O)N1CCOCC1
  11%, -2%, -1.5%, -4%, -8%, 5%, 0%, -8%, 0.076, -0.35, -0.37, 0.88
Cc1cc(C(F)F)n2nc(C(=O)Nc3cccnc3Cl)nc2n1
  9%, 4%, -0.5%, -2%, -6%, 11%, -2%, 3%, 1.7, -0.17, 0.2, -1.7
CC(C)Cc1cc(C(=O)NCc2cccs2)no1
  8%, 9%, -4.5%, 0%, -6%, 7%, 8%, -6%, -0.26, -0.24, -0.041, 1.3
Cc1ccc(C(=O)c2coc3cc([N+](=O)[O-])c(O)c([N+](=O)[O-])c23)cc1
  -7%, 28%, -5.3%, -12%, -8%, 32µM*, -284%, 8%, -0.7, -0.33, -0.62, 0.8
COc1ccc(NC(=O)CCn2cccc2)cc1
  0%, 1%, -2.3%, 10%, -9%, 9%, 3%, 2%, -0.18, 0.13, 0.4, -0.63
O=[N+]([O-])c1ccc(N2CCOCC2)cc1NC(c1ccccc1)c1ccccc1
  8%, 21%, -1.6%, -4%, 0%, -3%, -4%, 7%, 0.27, -0.25, 0.46, -0.47
CC(=O)Nc1ccc2c(c1)n(C)c(=O)n2C
  12%, 9%, 0.5%, 2%, -9%, -1%, 5%, -3%, 0.78, -0.26, 0.38, 0.87
Cc1ccc(NC(=O)Cn2nc(C)c3ccccc3c2=O)cc1
  0%, 2%, -4.2%, 1%, -4%, 3%, 23%, -1%, 0.045, -0.18, 0.39, 1
Cc1ccc(-c2c[n+](Cc3ccc(Cl)c(Cl)c3)c3n2CCC3)cc1
  -5%, -10%, -11%, -4%, -6%, -3%, 1%, 2%, 0.2, -0.2, -0.1, -0.15
CCCCC(=O)Nc1ccc2oc(-c3cccnc3)nc2c1
  -4%, -4%, 1.5%, -2%, -5%, 11%, -7%, ?, -0.32, -0.15, 0.42, 0.19
C=CCNC(=O)COC(=O)c1nc2nccc(C)n2n1
  -13%, -3%, 0.3%, 1%, 2%, 1%, -8%, -2%, -0.44, -0.14, -0.31, 0.92
Cc1cccc(C(=O)OC(C)CN2CCOCC2)c1 (stereo unspecified)
  -12%, -4%, -6.1%, 12%, 0%, 0%, 6%, 0%, -1.1, -0.24, -0.95, 1
COc1ccc(C(=O)OCC(=O)Nc2ccc(OC(F)F)cc2)c(OC)c1
  10%, 3%, -0.6%, -4%, -4%, 3%, 5%, -4%, 0.059, 0.016, 0.39, -0.32
Cc1cc(/C=N/Nc2ncnc(N)c2[N+](=O)[O-])c(C)n1-c1ccccc1
  nt, nt, nt, 7%, 3%, 7%, 1%, -12%, 0.22, -0.086, 0.8, -0.24
c1ccc(CCNc2ccc3nncn3n2)cc1
  3%, -2%, -4.6%, 2%, -7%, 2%, 1%, -4%, 1.1, -0.2, 0.86, 0.19
O=C(Cn1nnc(-c2ccccc2Cl)n1)N1CCN(S(=O)(=O)c2ccc(Cl)cc2)CC1
  14%, 11%, -6.5%, -2%, -1%, -4%, 1%, 2%, 0.17, -0.18, -0.037, -0.17
O=C(NC(=O)c1ccccc1)NC(=O)c1ccccc1
  3%, -7%, -6.9%, -4%, -10%, -2%, 1%, 0%, -0.37, -0.45, -0.3, 1.4
O=C(CN(c1cccc(C(F)(F)F)c1)S(=O)(=O)c1ccccc1)N1CCOCC1
  -2%, -9%, -5.5%, -5%, -8%, -2%, -2%, -6%, -0.79, -0.23, -0.24, 0.86
Cc1ccc(-c2csc(=S)n2CC(=O)OCC(=O)NC(C)C(C)C)cc1 (stereo unspecified)
  11%, 9%, -4.7%, -1%, 0%, 6%, 0%, -8%, 0.12, -0.14, 0.94, 0.089
COc1ccccc1NC(=O)c1ccc(SCC(=O)NCc2ccccc2Cl)c([N+](=O)[O-])c1
  8%, 0%, -8.0%, 0%, 0%, 0%, 6%, 9%, -0.44, -0.25, -0.24, 1.2

6 entries from above, in markdown.
| smiles | human PMI inhibition | PMI inhibition | XIAP antagonists | SIAH1 antagonists | LYP phosphatase | P. falciparum M1AAP | P. falciparum M17LAP | AID2073 | Dynein transport | Dynein transport cytoplasmic EGFP | Dynein transport nuclear GR-EGFP | Dynein transport cell count |
| --- | --- | --- | --- | --- | --- | --- | --- | --- | --- | --- | --- | --- |
| C=CCNC(=O)COC(=O)c1nc2nccc(C)n2n1 | -13% | -3% | 0.3% | 1% | 2% | 1% | -8% | -2% | -0.44 | -0.14 | -0.31 | 0.92 |
| Cc1cccc(C(=O)OC(C)CN2CCOCC2)c1 (stereo unspecified) | -12% | -4% | -6.1% | 12% | 0% | 0% | 6% | 0% | -1.1 | -0.24 | -0.95 | 1 |
| COc1ccc(C(=O)OCC(=O)Nc2ccc(OC(F)F)cc2)c(OC)c1 | 10% | 3% | -0.6% | -4% | -4% | 3% | 5% | -4% | 0.059 | 0.016 | 0.39 | -0.32 |
| Cc1cc(/C=N/Nc2ncnc(N)c2[N+](=O)[O-])c(C)n1-c1ccccc1 | nt | nt | nt | 7% | 3% | 7% | 1% | -12% | 0.22 | -0.086 | 0.8 | -0.24 |
| c1ccc(CCNc2ccc3nncn3n2)cc1 | 3% | -2% | -4.6% | 2% | -7% | 2% | 1% | -4% | 1.1 | -0.2 | 0.86 | 0.19 |
| O=C(Cn1nnc(-c2ccccc2Cl)n1)N1CCN(S(=O)(=O)c2ccc(Cl)cc2)CC1 | 14% | 11% | -6.5% | -2% | -1% | -4% | 1% | 2% | 0.17 | -0.18 | -0.037 | -0.17 |

Later entries:
Second line of a record: human PMI inhibition, PMI inhibition, XIAP antagonists, SIAH1 antagonists, LYP phosphatase, P. falciparum M1AAP, P. falciparum M17LAP, AID2073, Dynein transport, Dynein transport cytoplasmic EGFP, Dynein transport nuclear GR-EGFP, Dynein transport cell count
Cc1cc(=O)oc(C)c1C(=O)Nc1ccc2ncccc2c1
  3%, 3%, -3.0%, 7%, -1%, -2%, -10%, 14%, 0.38, 0.29, 0.32, 0.33
Cc1cc(CN2CCCC(CO)(Cc3cccc(Cl)c3)C2)n[nH]1 (stereo unspecified)
  2%, 0%, -1.1%, -1%, -10%, 7%, 3%, 10%, 1.6, -0.11, 1.3, -1.4
CC(=O)NC1=NN(C(C)=O)C2(CCCCC2)S1
  -4%, -3%, -1.6%, 5%, -6%, 8%, 12%, -1%, 0.079, -0.21, 0.58, -1.2
CCOc1ccc2c(c1)C(C)=CC(C)(C)N2S(=O)(=O)c1ccc(C)cc1
  10%, 1%, -0.4%, 1%, 9%, -2%, -8%, ?, 1.3, -0.14, 0.3, -1.2
CC(=O)N(CCCc1ccc(C(C)(C)C)cc1)CCCN(C)C
  -1%, 1%, -2.6%, -1%, -10%, 10%, 18%, -7%, -0.61, 0.13, -0.36, -0.081
Brc1ccccc1-c1nnc(-c2cccnc2)o1
  11%, 6%, 2.3%, 5%, -5%, 2%, 10%, 2%, -0.27, -0.26, 0.22, 1.3
Cn1cc(-c2ccccc2C(N)=O)c(=O)c2cc(Cl)ccc21
  -6%, -5%, -3.3%, 18%, -5%, 3%, -3%, 7%, -0.36, -0.19, -0.12, 0.83
Cc1cc(C)cc(NC(=O)NCC(O)COc2ccc([N+](=O)[O-])cc2)c1 (stereo unspecified)
  nt, nt, nt, -6%, 2%, 2%, 1%, -9%, -0.58, -0.26, -0.28, 0.83
Cc1ccccc1Cn1ccc(NC(=O)c2cnn3c(C(F)(F)F)cc(-c4ccco4)nc23)n1
  18%, 13%, -0.2%, 3%, 3%, 5%, 6%, 9%, -0.97, 0.00019, -0.62, 0.79
C(=C\c1ccncc1)/c1ccncc1
  nt, nt, nt, 6%, -1%, -1%, -1%, -6%, 0.15, -0.25, 0.057, 0.36
Cc1nc(SCC(=O)NC(=O)NC2CCCCC2)nc(C)c1C
  -5%, 3%, -5.6%, 4%, -6%, 5%, 3%, -4%, -0.7, -0.25, -0.22, 0.55
CCOc1ccc(NC(=O)CN2CCN(CC(=O)Nc3cc(OC)cc(OC)c3)CC2)cc1
  -5%, -20%, -3.0%, -2%, -4%, 9%, 20%, 1%, -0.16, -0.15, 0.33, -0.13
c1ccc2c(c1)CCCC2NC1=NCCC1 (stereo unspecified)
  8%, 15%, -2.6%, 1%, -6%, 1%, -5%, -4%, -0.29, -0.21, 0.23, 0.14
Cc1cccc(N(CC(=O)NCCSCc2ccccc2)S(C)(=O)=O)c1C
  -5%, 1%, -11%, 4%, -6%, 2%, -1%, 5%, 0.46, -0.23, 0.44, -1.2
O=c1c(Cc2ccc(Cl)cc2)c(O)ccn1Cc1ccccc1
  -2%, -4%, -0.9%, 7%, -3%, 1%, 2%, 8%, 1.3, -0.21, 0.12, -0.7
Cc1noc(COc2ccccc2OCC(O)CNC(C)(C)C)n1 (stereo unspecified)
  1%, -5%, -5.1%, -3%, -8%, 1%, 1%, -11%, -0.77, -0.2, -0.1, 0.84
CC(=O)Oc1ccc(N2C(=O)C3C4C=CC(O4)C3C2=O)cc1 (stereo unspecified)
  -30%, -53%, -4.6%, -3%, -6%, 0%, 1%, 6%, -0.73, -0.2, -0.022, 0.63
O=C(NC1CCN(Cc2nnnn2CCc2ccccc2)CC1)c1ccccc1F
  13%, 13%, -3.5%, -6%, 4%, 3%, 11%, 0%, 1, -0.12, 1, -0.55
CC12CN3CC(C)(CN(C1)C3c1ccc(Br)cc1)C2 (stereo unspecified)
  15%, 17%, -5.7%, 0%, 2%, 2%, -6%, 3%, -1, -0.21, -0.41, 0.38
c1ccc(COn2c(-c3ccccc3)nc3c2CCc2nonc2-3)cc1
  3%, 11%, -1.2%, 2%, 0%, 5%, -5%, 0%, 0.26, -0.23, -0.3, 0.076
CCNc1nc(NCC)nc(OCCNS(=O)(=O)c2ccccc2)n1
  nt, nt, nt, 11%, -10%, 0%, 4%, -1%, 0.18, 0.2, 0.75, 0.13
